# MEX-5 binding: C. elegans MEX-5 TCR-2 RNA binding activity; MEX-5/FITC-TCR2 RNA binding, fluorescence polarization; stronger effect = lower value; activity score (negative = inhibition of binding), % at 10 µM; hit rate 0.38% among 300,000; AID 1832;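 active means inhibition past about -25% in most replicates, and total fluorescence under double the plate's negative control median, limit read from the data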;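 further: 0% = DMSO and -100% = 5 µM competing unlabeled TCR2 RNA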
# AHR activator: human AHR activation | P35869 | hit rate 2.5% among 320,000 | AHR-responsive luciferase reporter cells, luminescence | activation, % at 5 µM | AID 2796; in the data active means activation above about 47%;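 further: 0% = vehicle wells and 100% = reference agonist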
# Fam108B inh: blocks mouse Fam108B hydrolase in RBBP9 counter-screen. recombinant Fam108B, FP-Rh probe fluorescence polarization. inhibition, % at 9.51 µM. hit rate 0.33% among 300,000. AID 1947;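 active means inhibition above the screen mean inhibition plus 3 SD, computed separately per campaign, cut at about 18% in these data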;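 further: inhibitors lower polarization as less probe binds the enzyme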
# PAFAH1B2 FP inh: blocks human PAF acetylhydrolase 1b catalytic subunit 2; recombinant PAFAH1B2, FP-rhodamine activity probe, fluorescence polarization; inhibition, % at 3.39 µM; hit rate 1.2% among 340,000;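 active means inhibition above the mean of all tested compounds plus 3 SD, cut at about 24% in these data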;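 further: 0% = enzyme with DMSO and 100% = wells lacking PAFAH1B2; many of its hits are not listed in these tables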
# GLD-1 RNA inh: GLD-1-TGE RNA interaction inhibition (C. elegans). inhibition, % at 5.96 µM. hit rate 0.44% among 320,000. Q17339. AID 2280. purified GLD-1 + fluorescein TGE RNA, fluorescence polarization;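 active means percent inhibition above a per-plate cutoff, the plate mean of test compounds plus 3 SD, cut at about 30% in these data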;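 further: 0% = DMSO wells with GLD-1 and probe and 100% = wells lacking GLD-1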
# Target sequence (Q17339 whole entry, looked up): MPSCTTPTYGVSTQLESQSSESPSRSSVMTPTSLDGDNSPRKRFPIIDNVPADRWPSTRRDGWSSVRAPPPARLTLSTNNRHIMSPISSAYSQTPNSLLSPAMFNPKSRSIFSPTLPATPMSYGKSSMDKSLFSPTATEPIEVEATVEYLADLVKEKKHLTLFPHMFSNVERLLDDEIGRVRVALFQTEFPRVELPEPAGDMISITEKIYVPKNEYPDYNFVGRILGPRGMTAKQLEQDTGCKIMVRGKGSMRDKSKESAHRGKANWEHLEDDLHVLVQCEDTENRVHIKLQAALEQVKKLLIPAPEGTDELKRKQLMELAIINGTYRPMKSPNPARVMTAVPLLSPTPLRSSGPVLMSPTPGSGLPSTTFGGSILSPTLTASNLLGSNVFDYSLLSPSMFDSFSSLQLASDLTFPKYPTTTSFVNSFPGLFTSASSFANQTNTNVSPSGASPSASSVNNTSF
# MCL1-BIM inh: inhibitors of human MCL1 binding to BIM-BH3 peptide; GST-MCL1 / FITC-Bim-BH3 fluorescence polarization; Q07820; inhibition, % at 10.9 µM; hit rate 0.68% among 320,000;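 active means inhibition above the mean inhibition of all tested compounds plus 3 SD, set per campaign, cut at about 40% in these data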;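 further: 0% = DMSO wells and 100% = unlabeled Bim-BH3 peptide control; higher means more loss of mP so more displacement of Bim peptide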
# Target sequence (Q07820 whole entry, looked up): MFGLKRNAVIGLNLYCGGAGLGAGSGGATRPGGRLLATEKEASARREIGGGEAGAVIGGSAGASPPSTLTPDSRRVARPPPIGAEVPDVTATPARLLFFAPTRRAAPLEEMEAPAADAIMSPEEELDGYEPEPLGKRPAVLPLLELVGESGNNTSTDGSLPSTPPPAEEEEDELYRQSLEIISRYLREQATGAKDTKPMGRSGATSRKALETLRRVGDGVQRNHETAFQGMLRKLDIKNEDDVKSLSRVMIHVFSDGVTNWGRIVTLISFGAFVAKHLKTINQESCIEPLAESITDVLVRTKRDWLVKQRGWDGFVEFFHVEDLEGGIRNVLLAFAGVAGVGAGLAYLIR
# pPAFAH inh: pPAFAH (human) enzyme inhibition; Q13093; recombinant pPAFAH, FP-rhodamine probe fluorescence polarization; inhibition, % at 3.39 µM; hit rate 1.5% among 330,000;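 active means inhibition above the mean inhibition across the screen plus 3 SD, cut at about 25% in these data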;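 further: inhibitors block binding of the rhodamine activity-based probe so polarization drops; 0% = enzyme with DMSO and 100% = wells lacking pPAFAH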
# PME-1 inh: PME-1 (human) inhibition. Q9Y570. recombinant PME-1, FP-Rh probe fluorescence polarization. inhibition, % at 5.9 µM. hit rate 0.53% among 320,000;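 active means inhibition above the campaign mean of all compounds plus 3 SD, cut at about 26% in these data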;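 further: competitive labeling of PME-1 active site by serine hydrolase directed probe; 0% = PME-1 with DMSO and 100% = wells lacking PME-1 enzyme; inhibitors block probe labeling so polarization falls and inhibition rises; many of its hits are not listed in these tables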
# Bcl-xL primary: Bcl-xL (human) inhibition; GST-Bcl-xL / FITC-Bim BH3 peptide fluorescence polarization; inhibition, % at 10.9 µM; hit rate 0.7% among 320,000; Q07817; AID 2129;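 active means inhibition above the mean of all tested compounds plus 3 SD, cutoff set per campaign, cut at about 30% in these data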;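 further: 0% = DMSO wells and 100% = unlabeled Bim-BH3 peptide competitor; inhibitors lower millipolarization by displacing the labeled peptide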
# The depositor's hits bear a star; . = no result given. Only part of the results is shown; rates above refer to the full screens.
SMILES,MEX-5 binding,AHR activator,Fam108B inh,PAFAH1B2 FP inh,GLD-1 RNA inh,MCL1-BIM inh,pPAFAH inh,PME-1 inh,Bcl-xL primary
CCOc1ccc(C(=O)OCC(=O)NCCNC(=O)COC(=O)c2ccc(OCC)cc2)cc1,1.7,1,2,-1,-1,-6,3,3,0
CCOC(=O)c1cc2c(=O)n3ccccc3nc2n(CC(C)C)c1=NC(=O)c1ccco1,-3.5,4,4,1,13,9,-2,4,4
O=C(Nc1ccc2c(c1)OCO2)c1cc(-c2cccnc2)nc2ccccc12,0.3,47*,5,14,3,-1,8,18,4
CN(C/C=C/c1ccccc1)Cc1cccc2ccccc12,.,-1,-4,0,-2,-3,-2,-9,3
CC(C)C1Oc2ccccc2N(CC(=O)NCCCN2C(C)CCCC2C)C1=O (stereo not given),-2.2,0,0,-4,0,-3,1,-3,6
COC(=O)C1=C(C(=O)OC)N2C=CC=CC2(C)C(C(=O)OC)=C1C(=O)OC (stereo not given),0.9,1,2,5,6,-8,8,4,7
COc1ccc(N2CCN(C(=O)Nc3ccccc3C)CC2)cc1,-0.9,-1,-3,-2,3,23,4,-2,8
CC(C)(C)c1ccc(CN2C3=NCCCN3c3ccccc32)cc1,-2.5,10,-2,2,3,9,2,3,8
CCCC(=O)Nc1nc2ccc(OC)cc2s1,-1.2,5,3,7,3,-1,2,3,4
CCCCNS(=O)(=O)c1ccc(NC(=O)C2CCCO2)cc1 (stereo not given),-2.5,2,-3,-1,6,1,2,-6,1
Cc1ccc(C(=O)OCN2C(=O)c3ccccc3C2=O)o1,0.2,-3,0,4,4,-6,-7,-6,-9
Cc1ccc(NC(=O)CN(C)C(=O)c2ccc(S(=O)(=O)N(C)c3ccccc3)cc2)cc1,2.2,1,4,0,4,-14,2,1,-8
O=C(CCSc1ccccc1)NCCSCc1ccccc1,2.0,6,4,21,3,10,9,7,2
Cc1cccc(Nc2nnc(SCC(=O)c3ccc(O)cc3O)s2)c1,-0.2,8,0,13,7,-3,9,17,0
Cc1ccc(S(=O)(=O)N(C)C)cc1NC(=O)COC(=O)C1CCN(S(=O)(=O)c2cccs2)CC1,2.1,0,0,0,6,-4,12,0,4
O=C(Nc1cc(Cl)ccc1O)C1CCCO1 (stereo not given),-0.4,2,3,1,-1,4,0,-4,6
O=C(Cn1nnc2ccccc21)c1ccc(Cl)cc1,-3.3,1,0,-4,2,-2,-1,7,5
Cc1ccc(C(=O)c2cc([N+](=O)[O-])ccc2N2CC(C)OC(C)C2)cc1 (stereo not given),1.3,-2,-1,-3,-7,0,0,-2,4
O=c1[nH]c(SCCN2CCOCC2)nc(O)c1-c1ccccc1,-0.6,-2,-2,3,-2,6,4,-4,4
O=C(OCc1cc2ccccc2[nH]c1=O)c1ccccc1,0.3,12,4,-2,7,5,1,-3,8
Cc1ccc(NNS(=O)(=O)c2ccc(C)cc2)cc1,-8.3,32,3,1,9,20,6,1,5
O=C(CCCCCN1C(=O)CCC1=O)Nc1ccc2c(c1)OCO2,-1.3,17,3,2,-3,8,4,-2,7
CCc1sc(C(=O)N2CCN(c3ccc(F)cc3)CC2)cc1C,-0.9,1,2,3,7,0,8,1,1
O=C(O)c1cc(Br)ccc1NN=C1CCCCC1,.,35,5,8,-5,3,14,13,8
CC(=O)C1=C(O)C(=O)N(Cc2ccccc2)C1c1ccc(F)cc1 (stereo not given),0.0,3,2,16,0,5,4,-1,3
SMILES,MEX-5 binding,AHR activator,Fam108B inh,PAFAH1B2 FP inh,GLD-1 RNA inh,MCL1-BIM inh,pPAFAH inh,PME-1 inh,Bcl-xL primary
CN(C)CCn1c2ccccc2c2nc3ccc([N+](=O)[O-])cc3cc21,3.9,6,3,.,2,14,3,7,6
Cc1cc(C)c(C#N)c(OCC(=O)Nc2ccccc2)n1,-0.8,0,2,6,9,-1,5,2,2
Cc1sc2ncnc(NC3CCN(Cc4ccccc4)CC3)c2c1C,-1.4,7,-4,0,4,8,-4,3,7
CNC(=S)N/N=C/c1ccc2c(c1)OCCO2,-1.0,7,-4,-1,6,7,1,3,5
COc1ccc(/C=C/C(=O)Nc2ccc(OC)cc2[N+](=O)[O-])cc1,-3.8,-2,0,-1,3,12,8,-4,12
COc1ccccc1N(CC(=O)Nc1c(C)cccc1C)S(C)(=O)=O,1.6,-2,-4,4,4,-4,2,-6,-2
Cc1ccc(N=C2NC(=O)/C(=C/c3cn(C)c4ccccc34)S2)cc1C,.,2,-29,-31,-80,-112,5,-28,-67
CCOC(=O)C1(Cc2ccccc2)CCN(Cc2cccn2-c2nccs2)CC1,-0.8,1,4,1,2,3,5,5,1
CN(C)C1=NCCN1CC1CCCCCC1,.,-1,-2,6,3,3,3,-2,4
C/C=C(/C)C(=O)O[C@@H]1[C@H](OC(C)=O)c2c(ccc3ccc(=O)oc23)OC1(C)C,1.8,2,0,2,9,-3,3,19,3
Cc1cc(C)c(OCC(=O)Nc2ccccc2N2CCOCC2)c(C)c1,-1.2,4,-7,1,2,0,3,0,-3
O=C(CSc1nnc(CNc2ccc(Cl)cc2)o1)Nc1nc2c(s1)CCCC2,-2.4,4,1,24*,7,7,22,9,3
CCOC(=O)c1csc(NNC=O)n1,-9.6,4,0,6,5,0,2,5,-2
COc1ccc(/C=C/C(=O)NC(=S)NNC(=O)c2cc(OC)c(OC)c(OC)c2)cc1,2.7,3,-3,-1,4,10,0,0,2
CCc1noc(C)c1C(=O)OCC(=O)Nc1cccc(C)c1,.,0,.,-1,6,5,-3,-2,3
Cc1ccc(C)c(NC(CC(=O)c2ccccc2)C(=O)OCC(=O)c2cccs2)c1 (stereo not given),0.4,3,3,-2,2,10,3,1,6
CN(CCNC(=O)CN1C(=O)CSc2ccc(S(=O)(=O)N3CCCC3)cc21)Cc1ccccc1,0.4,8,3,-1,2,0,-1,-2,-1
Cn1c(=O)c2cnc(-c3ccc(C(F)(F)F)cc3)nc2n(C)c1=O,1.2,27,0,-1,-2,7,1,4,3
O=C(Nc1ccc(NC(=O)c2ccco2)nc1)c1cccnc1,1.0,3,5,-5,-4,-3,-7,1,3
CCOc1cc(C2c3c(oc4cc(C)c(Cl)cc4c3=O)C(=O)N2Cc2ccco2)ccc1O (stereo not given),-0.1,-3,-3,-4,11,4,-2,5,0
CC(C)N1C(=O)CCC1C(=O)N1CCN(c2ccc(F)cc2)CC1 (stereo not given),-0.7,0,-2,-2,-2,10,1,1,8
CN(C)CC(O)COc1ccc(-c2ccc(C#N)cc2)cc1 (stereo not given),2.2,3,-6,.,2,1,-2,-6,5
CCN1CCc2nc(NC(=O)c3ccccc3)sc2C1,-2.2,-4,-3,-2,2,4,0,-4,6
CCOc1ccc(C(CC(=O)O)NC(=O)c2ccco2)cc1OC (stereo not given),-1.4,-1,4,-2,1,-2,6,-7,6
O=c1[nH]cnc2sc3c(c12)CCCCC3,-3.7,5,2,5,-6,15,3,-5,3
SMILES,MEX-5 binding,AHR activator,Fam108B inh,PAFAH1B2 FP inh,GLD-1 RNA inh,MCL1-BIM inh,pPAFAH inh,PME-1 inh,Bcl-xL primary
COC(=O)CC1C(=O)NCCN1C(=S)NC(=O)C(c1ccccc1)c1ccccc1 (stereo not given),0.5,2,1,6,2,7,5,2,-2
Cc1cc(Cl)ccc1OCCCC(=O)N1CCCCC1,-0.5,-5,4,11,6,-8,8,6,4
CCN(C(=O)CSc1nnc(-c2ccco2)n1Cc1ccccc1)C1CCS(=O)(=O)C1 (stereo not given),.,-1,.,0,4,-4,2,-2,1
O=C1CCCC/C1=C/Nc1ccc(S(=O)(=O)Nc2ncccn2)cc1,-11,0,7,1,3,3,-7,-3,10
COc1nccc(C(F)(F)F)c1C(=O)NC(=O)Nc1c(C)cccc1C,-0.6,2,-2,2,-1,3,0,4,8
O=C(CCCC(=O)N1CCCc2ccccc21)N1CCCc2ccccc21,4.0,8,0,-3,-1,-1,10,-7,3
CC1=C(C(=O)OCc2ccccc2)C(c2ccccc2Br)NC(=O)N1 (stereo not given),-1.1,1,2,5,7,2,1,3,5
CSc1nc(Oc2ccc(F)cc2F)cc(C(F)(F)F)n1,0.2,5,-4,-3,-1,-1,-3,-6,2
O=S1(=O)CCOCCCN1Cc1cccc(C(F)(F)F)c1,3.0,0,2,1,-2,-5,-2,4,3
O=C(Oc1ccccc1)N(c1ccccc1)c1ccccc1,1.7,2,0,.,3,-4,5,1,5
CCCN(CCC)C(=O)CSc1nc2c(sc(=S)n2-c2ccc(OCC)cc2)c(=O)[nH]1,-1.4,-2,-5,9,11,6,-2,-2,7
COc1cc(NC(=O)c2ccc([N+](=O)[O-])cc2)c(OC)cc1NC(=O)CC(C)C,1.1,-6,1,-2,-2,2,-2,7,7
c1ccc(-n2ncc3c(NCc4ccccn4)ncnc32)cc1,3.4,-2,3,2,-1,3,6,2,1
Cc1cc(SCC(=O)N/N=C/c2ccc(O)cc2O)nc2ccccc12,-1.2,8,7,3,-5,13,18,8,2
CC(OC(=O)c1ccccc1)C(=O)NCCC1=CCCCC1 (stereo not given),2.3,1,-1,3,2,11,-1,-2,2
CCN(CC)c1ccc(-c2c(C#N)c(N)nc(OC)c2C#N)cc1,-3.6,26,-1,9,-8,-27,7,1,-23
CCOc1ccc(-c2nnc(-c3ccccc3)n2-c2ccccc2)cc1,1.4,7,-3,-2,-1,2,2,-3,-1
COc1ccccc1NC(=O)N(Cc1ccco1)Cc1cc2cccc(C)c2[nH]c1=O,0.3,10,1,4,2,5,1,-1,7
CCCCC(CCC(=O)Nc1cc([N+](=O)[O-])ccc1O)C(=O)O (stereo not given),0.5,0,-1,3,4,1,1,1,10
Cc1ccc(NC(=O)C2C(=O)N(CCO)C3(C)CC2c2ccccc2O3)cc1 (stereo not given),-1.5,0,2,0,2,-4,0,2,2
Cc1cccc(NC(=O)c2ccc(S(=O)(=O)NCc3cccnc3)cc2)c1C,0.1,3,-5,-1,12,2,-1,-4,6
Nc1nnc(SCCOc2ccc(Br)cc2)s1,-0.5,3,-4,22,-3,5,5,4,-4
CCN(CC(=O)NCc1cccs1)C(=O)/C=C/c1ccc(OC)c(OC)c1,1.4,1,-2,0,5,6,0,-2,8
COc1cccc(-c2[nH]nc3c2C(c2ccc(C)o2)C(C#N)=C(N)O3)c1 (stereo not given),-0.1,6,2,.,2,9,-2,8,15
O=C(Nc1cc(C(F)(F)F)ccc1-n1cnc2ccccc21)c1ccccc1,0.1,0,-4,1,11,4,0,2,7
CCN(CC(O)CON=C1c2ccccc2-c2ccccc21)S(=O)(=O)c1ccc(C)cc1 (stereo not given),0.6,7,-31,-17,3,-2,-13,-31,1

# Assay outcomes as filed in PubChem.
